USP1 inh – blocks the human USP1/UAF1 deubiquitinase complex; recombinant USP1/UAF1, Ub-Rhodamine cleavage fluorescence; Potency, µM (highest dose often 57.1 µM), for the others: at the top dose activity change, negative = inhibition, actives largely listed as inhibitors; hit rate 0.23% among 390,000; AID 743255; also: % is scaled to controls: 0 for no effect and ±100 for the full control effect; nearly all actives have a fitted effect of over 60% in size; inactives centre near -12
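1 nM enzyme complex + cpd, 15 min RT; start with Ub-Rho 150nM final; kinetic fluorescence ex 480/em 540, 6 reads q60 s. Buffer 50mM HEPES pH 7.8, 0.5mM EDTA, 0.1 mg/ml BSA, 1mM TCEP, 0.01% Tween-20.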
12-LOX inh – inhibitors of human 12S-lipoxygenase ALOX12 | P18054 | purified 12hLO, xylenol orange hydroperoxide absorbance | Potency, µM (series often up to 108 µM), for inactives: top-dose activity change, negative = inhibition, hits mostly inhibitors | hit rate 1.1% among 580,000 | AID 1671190; also: % is scaled to controls: 0 for no effect and ±100 for the full control effect
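Purified human 12hLO (150 nM final) in 25 mM Hepes, 0.01% Triton X-100, pH 7.0 was preincubated 15 min at room temperature with compound. Then 40 uM arachidonic acid was added, 30 min. Hydroperoxide was read by Fe-XO absorbance ratio 573/405 nm.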
RGS4 inhibitor – blocks human RGS4-accelerated GTP hydrolysis; P49798; Transcreener GDP fluorescence polarization, RGS4-accelerated GTP hydrolysis; Potency, µM (top dose mostly 114 µM), inactives show at the highest dose activity change, negative = inhibition, hits mostly inhibitors; hit rate 0.039% among 390,000; also: % is scaled to controls: 0 for no effect and ±100 for the full control effect; nearly all actives have a fitted effect of over 75% in size; some results filed as inactive show a strong effect at the top dose
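MLSMR compounds (23 nl, pin-transferred) preincubated 10 min at room temperature with a 500nM (2x) first reagent, then RGS4 at 900nM (2x) plus Transcreener GDP mix added; fluorescence polarization (620/688 nm) read before and after 90 min at 30 °C.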
IDH1 R132H inh – inhibitors of human mutant IDH1 R132H. O75874. IDH1-R132H enzyme, NADPH consumption, diaphorase/resazurin fluorescence. Potency, µM (titrated, usually from 76.6 µM), for the others: top-dose activity change, negative = inhibition, usual class: inhibitors. hit rate 0.093% among 390,000. AID 602179; also: % is scaled to controls: 0 for no effect and ±100 for the full control effect; nearly all actives have a fitted effect of over 65% in size
Target sequence (O75874 whole entry R132H, stated change not applied): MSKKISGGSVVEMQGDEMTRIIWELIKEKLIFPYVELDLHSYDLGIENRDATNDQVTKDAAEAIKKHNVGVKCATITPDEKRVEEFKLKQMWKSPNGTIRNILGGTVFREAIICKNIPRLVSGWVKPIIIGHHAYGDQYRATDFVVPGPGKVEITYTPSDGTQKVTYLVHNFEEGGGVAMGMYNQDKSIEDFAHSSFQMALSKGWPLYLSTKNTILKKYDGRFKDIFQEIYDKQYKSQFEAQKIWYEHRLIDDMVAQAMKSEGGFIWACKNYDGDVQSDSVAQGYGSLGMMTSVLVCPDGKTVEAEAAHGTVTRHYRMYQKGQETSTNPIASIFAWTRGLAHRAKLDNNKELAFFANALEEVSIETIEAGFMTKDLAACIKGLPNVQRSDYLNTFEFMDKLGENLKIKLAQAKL
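IDH1-R132H (0.5 ug/mL) preincubated 30 min with compound, then NADPH (0.016 mM) and alpha-KG (2 mM) added; 80 min at RT, pH 7.5. Remaining NADPH coupled via diaphorase/resazurin to fluorescence (540/590 nm); concentration-response curves normalized to no-enzyme control.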
RXFP1 ag – agonists of human relaxin receptor RXFP1. Q9HBX9. HEK293T-RXFP1 cAMP TR-FRET, 30 min; response scale: percent of porcine relaxin response, buffer zero. Potency, µM (series often up to 57.5 µM), for inactives: at the highest dose activation, usual class: activators. hit rate 0.3% among 370,000. AID 2676; also: % is scaled to controls: 0 for no effect and ±100 for the full control effect; nearly all actives have a fitted effect of over 60% in size; many of its hits are not listed in these tables
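Agonist response is measured as cAMP accumulation in an RXFP1-transfected HEK293T line under PDE4 inhibition. Values are scaled between buffer-only and 29 nM porcine relaxin, and EC50s come from standard Hill equation fits.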
TrxR1 inh – inhibitors of rat thioredoxin reductase 1. O89049. recombinant rTrxR1, NADPH fluorescence consumption, selenite substrate. Potency, µM (titrated, usually from 114 µM), for the others: at the top dose activity change, negative = inhibition, hits mostly inhibitors. hit rate 1% among 390,000; also: % is scaled to controls: 0 for no effect and ±100 for the full control effect; nearly all actives have a fitted effect of over 65% in size
Target sequence (O89049 whole entry, looked up): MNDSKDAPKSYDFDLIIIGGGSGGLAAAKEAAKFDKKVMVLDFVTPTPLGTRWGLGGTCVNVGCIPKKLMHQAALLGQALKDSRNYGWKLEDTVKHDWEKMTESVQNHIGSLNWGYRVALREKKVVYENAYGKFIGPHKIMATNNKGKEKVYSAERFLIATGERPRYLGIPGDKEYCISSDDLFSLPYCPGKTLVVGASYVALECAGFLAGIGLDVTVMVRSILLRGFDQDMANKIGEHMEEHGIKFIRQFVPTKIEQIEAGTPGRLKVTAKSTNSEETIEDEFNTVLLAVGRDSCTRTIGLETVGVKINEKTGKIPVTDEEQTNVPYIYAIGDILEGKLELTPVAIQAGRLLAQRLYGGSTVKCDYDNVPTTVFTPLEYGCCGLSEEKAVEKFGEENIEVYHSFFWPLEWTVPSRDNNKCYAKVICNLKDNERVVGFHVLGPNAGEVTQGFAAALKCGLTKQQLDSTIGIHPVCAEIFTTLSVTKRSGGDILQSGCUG
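Rat TrxR1 (90 nM in the dispensed reagent) was pre-reduced with 400 uM NADPH for 5 min at room temperature, then incubated with compound for 15 min. After 400 uM selenite was added, NADPH fluorescence (Ex 340/Em 450 nm) was followed for 8 min.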
Vif-A3G inh – blocks the Vif interaction with human APOBEC3G. AID 602310. hit rate 0.076% among 410,000. Q9HC16. HeLa A3G-eYFP + Vif (tagged APOBEC3G with the HIV-1 protein that degrades it), YFP fluorescence, overnight. Potency, µM (top dose mostly 46.1 µM), for inactives: top-dose activity, negative = active, usual class: inhibitors;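 also: % is scaled to controls: 0 for no effect and ±100 for the full control effect; nearly all actives have a fitted effect of over 60% in size; hits raise eYFP signal because A3G escapes Vif-driven loss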
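Read-out is eYFP fluorescence (Ex 488/Em 500-530) from Vif-expressing HeLa A3G-eYFP cells; more signal means A3G escaped Vif-mediated degradation. Cells plated overnight, compound pinned in, incubated overnight at 37 deg C.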
Vif-A3F inh – blocks the Vif interaction with APOBEC3F; HeLa A3F-eYFP + Vif (tagged APOBEC3F with the HIV-1 protein that degrades it), YFP fluorescence increase; Potency, µM (doses to about 46.1 µM), without a hit: at the top dose activity, negative = active; hit rate 0.2% among 390,000; also: % of control where 0% means no effect; nearly all actives have a fitted effect of over 65% in size
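HeLa cells stably expressing A3F-eYFP plus Vif, plated and incubated overnight at 37 deg C, then exposed to compounds overnight at 37 deg C. Blocked degradation read as raised yellow fluorescence (Ex 488/Em 500-530).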
TrxR1 substrate – is turned over as a substrate by rat TrxR1; hit rate 0.01% among 390,000; AID 588456; O89049; purified TrxR1 substrate turnover, NADPH consumption readout; Potency, µM (titrated, usually from 114 µM), for inactives: at the top dose activity change, negative = substrate turnover; also: % is scaled to controls: 0 for no effect and ±100 for the full control effect; nearly all actives have a fitted effect of over 50% in size
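Rat TrxR1, dispensed at 90 nM, was prereduced with 400 uM NADPH (final) for 5 min at ~22 deg C, then incubated with compound 15 min before 400 uM selenite. A first-read NADPH fluorescence drop versus no-compound background flagged substrates.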
* hit, by the source's call; u = inconclusive; x = not tested or not shown; & = joins results of further samples; [ ] = remark or other dose. Calls follow the shape of the dose curve; as a rule, active = well fitted curve in the direction sought with a large enough effect; inconclusive = small, poorly fitted or top-dose-only effect, or another doubt; inactive = no such curve, though single readings can be large; an effect the other way counts as inactive or inconclusive. Potency is read from the fitted curve at half-maximal effect. Not all compounds are listed; the hit share may differ from the screen's.

SMILES,USP1 inh,12-LOX inh,RGS4 inhibitor,IDH1 R132H inh,RXFP1 ag,TrxR1 inh,Vif-A3G inh,Vif-A3F inh,TrxR1 substrate
N#Cc1ccccc1S(=O)(=O)N1CCN(C(=O)c2cc(=O)[nH]c3ccccc23)CC1,-8%,0%,-3%,13%,-1.1%,7%,-4%,-3%,9%
COc1ccc(CCC(C(O)C(F)(F)F)S(=O)c2ccccc2)cc1 (configuration not stated),-3%,u,-10%,0%,0.3%,22%,2%,-11%,7%
COc1ccccc1NC(=O)Nc1nc(CC(=O)N2CCN(c3ccccc3F)CC2)cs1,-6%,-62%,20%,-1%,-0.7%,20%[57.1 µM],4%,u,1%[57.1 µM]
O=C(Nc1ccc(F)cc1)c1ccc(=O)[nH]n1,-22%,5%,-5%,-3%,0.1%,24%,-9%,8%,3%
CCN(c1ccccc1)S(=O)(=O)c1nnc(NC(=O)c2ccccc2OC)s1,-33%&15%,0%[57.4 µM],0%&-9%,6%&-15%,-3.0%&-5.2%,15%&-22%,2%&-2%,-1%&-4%,2%&0%
CCCn1nnnc1NC(=O)COc1ccc(Br)cc1,-3%,-1%,-10%,-1%,-0.1%,6%[57.1 µM],2%,-26%,-5%[57.1 µM]
CCc1cccc(C)c1NC(=O)Cn1c(=O)cc(C(F)(F)F)c2c(C)nn(C)c21,-13%,-21%,-13%,-11%,4.4%,16%[57.1 µM],1%,0%,10%[57.1 µM]
O=C(CSc1ccc([N+](=O)[O-])cn1)Nc1ccc(N2CCOCC2)cc1,-6%,2%,2%,8%,0.0%,6%,-1%,8%,2%
COc1ccccc1CN1CCNC(=O)C1CC(=O)NCCC1=CCCCC1 (configuration not stated),-23%,u,-14%,2%,-0.9%,-4%,-8%,0%,3%
O=C(NC1CC2CCC(C1)N2Cc1nnnn1Cc1ccco1)NC12CC3CC(CC(C3)C1)C2 (configuration not stated),-7%,0%,-15%,2%,0.4%,-13%,0%,-3%,1%
O=C(NCC1CCCCC1)c1ccc(F)cc1Cl,-9%,-23%,-20%,4%,0.5%,11%[57.1 µM],-2%,6%,-5%
CCN(CC(O)COc1ccc(OCC(O)CN(CC)C2CCCCC2)cc1)C1CCCCC1 (configuration not stated),-2%,-11%,-14%,0%,x,-14%,3%,-10%,-13%
Cc1cnc(NC(=O)C2CCC(C(C)(C)C)CC2)s1 (configuration not stated),-18%,-11%,-14%,3%,3.2%,16%,-4%,-16%,1%
O=C(Nc1ccccc1-c1ccccc1)c1ccc(Cl)c([N+](=O)[O-])c1,-17%,-7%,-44%,0%,1.0%,u,-16%,2%,-21%
Cc1nn(Cc2cccc(C(=O)NCC(C)C)c2)c(C)c1Br,-12%,-9%,0%,-3%,-1.1%,-2%,2%,-1%,-5%

More structures follow:
SMILES,USP1 inh,12-LOX inh,RGS4 inhibitor,IDH1 R132H inh,RXFP1 ag,TrxR1 inh,Vif-A3G inh,Vif-A3F inh,TrxR1 substrate
O=C(NCc1ccco1)c1ccc2c(c1)C(=O)N(Cc1ccccc1)C2=O,-11%,u,11%[11.4 µM],-4%,0.0%,10%[57.1 µM],0%,-7%,10%[57.1 µM]
CCC(=NCCc1ccc(OC)c(OC)c1)C1=C(O)CC(C)(C)CC1=O,u,4%,7%,3%,0.8%,6%[57.1 µM],1%,1%,-4%[57.1 µM]
COc1ccc(CCNC(=O)c2cc3c(=O)n4ccccc4nc3n(C3CCCCC3)c2=N)cc1OC,-22%,-25%,-4%,-1%,3.2%,3%,0%,-2%,1%
C=CCN(CC=C)C(=O)c1cc2ccccc2c(=O)o1,0%,-27%,15%,4%,2.1%,-14%,3%,-9%,-9%
NNC(=O)c1sc2cc(C(F)(F)F)cnc2c1-c1cccs1,-24%,-4%,1%,-7%,-1.4%,-2%[57.1 µM],-15%,0%,-5%[57.1 µM]
Cc1cccc(C)c1OCc1cc(C(=O)NCC2COCCO2)no1 (configuration not stated),-11%,-11%,-18%,11%,0.8%,-6%,0%,-9%,-4%
CC1(C)Cc2c(sc3c2c(=O)n(-c2ccc(Cl)cc2)c(=O)n3CC(N)=O)CO1,-15%,-11%,-16%,5%,0.6%,2%[57.1 µM],-1%,14%,6%[57.1 µM]
CCCn1nnnc1-c1cccc(Cl)c1,-16%,24%,19%,1%,3.5%,14%,-4%,1%,11%
CSc1ccc(/C=C/c2nc3ccccc3n2S(=O)(=O)c2cccc(Cl)c2)cc1,-32%,-18%,-4%,13%,10%,6%,-14%,-8%,20%
CCNC(=S)Nc1ccc(Oc2ccccc2)cc1,-7%,u,-19%,4%,x,-4%,1%,x,0%
O=C(c1ccc(F)cc1)n1nc(-c2cccnc2)nc1NCc1ccc(F)cc1,-31%,-9%,-3%,-17%,1.2%,19%,3%,2%,-2%
Cc1ccc(-n2ncc(C(=O)NCCc3c[nH]c4ccccc34)c2C2CCN(C(=O)OC(C)(C)C)CC2)cc1C,-12%,-14%,13%,0%,0.3%,12%,-2%,-1%,-11%
Cc1cc(NC(=O)CSc2ncccn2)no1,u,-18%,21%,3%,0.0%,23%,-1%,-1%,8%
C=C(NS(=O)(=O)c1ccc(C)cc1)C(=O)OC,-25%,11%,-21%,8%,x,5%,-2%,7%,0%
CC(=O)c1ccc(OCC(O)CN2C(C)CCCC2C)cc1 (configuration not stated),-22%,20%,-18%,1%,0.6%,14%[57.1 µM],0%,1%,2%[57.1 µM]
c1ccc2nc3ccccc3nc2c1,18%,-19%,4%,-13%,0.4%,-9%,-1%,-2%,-8%
COc1ccc(C(=O)Nc2ccc3c(c2)nc(CN2CCCC2)n3C)cc1,-10%,7%,4%,-7%,3.7%,26%,2%,2%,3%
O=C(Cc1ccc(Cl)c(Cl)c1)Nc1cccc(S(=O)(=O)N2CCOCC2)c1,-5%,-10%,10%,-6%,-0.9%,17%[57.1 µM],-9%,10%,-7%

Some of the entries above in another layout.
Cc1ccc(-n2ncc(C(=O)NCCc3c[nH]c4ccccc34)c2C2CCN(C(=O)OC(C)(C)C)CC2)cc1C
  USP1 inh: -12%
  12-LOX inh: -14%
  RGS4 inhibitor: 13%
  IDH1 R132H inh: 0%
  RXFP1 ag: 0.3%
  TrxR1 inh: 12%
  Vif-A3G inh: -2%
  Vif-A3F inh: -1%
  TrxR1 substrate: -11%
COc1ccccc1NC(=O)Nc1nc(CC(=O)N2CCN(c3ccccc3F)CC2)cs1
  USP1 inh: -6%
  12-LOX inh: -62%
  RGS4 inhibitor: 20%
  IDH1 R132H inh: -1%
  RXFP1 ag: -0.7%
  TrxR1 inh: 20%[57.1 µM]
  Vif-A3G inh: 4%
  Vif-A3F inh: u
  TrxR1 substrate: 1%[57.1 µM]
Cc1cc(NC(=O)CSc2ncccn2)no1
  USP1 inh: u
  12-LOX inh: -18%
  RGS4 inhibitor: 21%
  IDH1 R132H inh: 3%
  RXFP1 ag: 0.0%
  TrxR1 inh: 23%
  Vif-A3G inh: -1%
  Vif-A3F inh: -1%
  TrxR1 substrate: 8%
CCc1cccc(C)c1NC(=O)Cn1c(=O)cc(C(F)(F)F)c2c(C)nn(C)c21
  USP1 inh: -13%
  12-LOX inh: -21%
  RGS4 inhibitor: -13%
  IDH1 R132H inh: -11%
  RXFP1 ag: 4.4%
  TrxR1 inh: 16%[57.1 µM]
  Vif-A3G inh: 1%
  Vif-A3F inh: 0%
  TrxR1 substrate: 10%[57.1 µM]

Looked up above.
COc1ccc(C(=O)Nc2ccc3c(c2)nc(CN2CCCC2)n3C)cc1 @ 12-LOX inh: 7%
C=CCN(CC=C)C(=O)c1cc2ccccc2c(=O)o1 @ USP1 inh: 0%
CSc1ccc(/C=C/c2nc3ccccc3n2S(=O)(=O)c2cccc(Cl)c2)cc1 @ TrxR1 substrate: 20%
CC(=O)c1ccc(OCC(O)CN2C(C)CCCC2C)cc1 (configuration not stated) @ 12-LOX inh: 20%
O=C(c1ccc(F)cc1)n1nc(-c2cccnc2)nc1NCc1ccc(F)cc1 @ IDH1 R132H inh: -17%
Cc1cccc(C)c1OCc1cc(C(=O)NCC2COCCO2)no1 (configuration not stated) @ Vif-A3G inh: 0%

Screening results as filed in PubChem BioAssay.
